Screens: PubChem BioAssay, National Center for Advancing Translational Sciences (NCATS)
USP1 inh: Inhibitors of USP1/UAF1: Primary Screen; Potency, µM (top dose mostly 57.1 µM), for the others: at the top dose activity change, negative = inhibition, actives largely listed as inhibitors; Ubiquitin carboxyl-terminal hydrolase 1 (Homo sapiens), O94782; recombinant USP1/UAF1, Ub-Rhodamine cleavage fluorescence; 0.23% of 390,000 active; AID 743255, 2014; further: on the % scale 0 is the no-effect control and ±100 the full control effect; nearly all actives have a fitted effect of over 60% in size; inactives centre near -12
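1 nM enzyme complex + cpd, 15 min RT; start with Ub-Rho 150nM final; kinetic fluorescence ex 480/em 540, 6 reads q60 s. Buffer 50mM HEPES pH 7.8, 0.5mM EDTA, 0.1 mg/ml BSA, 1mM TCEP, 0.01% Tween-20.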
TrxR1 inh: qHTS Assay for Inhibitors of Mammalian Selenoprotein Thioredoxin Reductase 1 (TrxR1): qHTS; Thioredoxin reductase 1, cytoplasmic (Rattus norvegicus), O89049; recombinant rTrxR1, NADPH fluorescence consumption, selenite substrate; Potency, µM (top dose mostly 114 µM), for inactives: at the highest dose activity change, negative = inhibition, actives largely listed as inhibitors; 1% of 390,000 active; AID 588453, 2011; further: on the % scale 0 is the no-effect control and ±100 the full control effect; nearly all actives have a fitted effect of over 65% in size
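Rat TrxR1 (90 nM in the dispensed reagent) was pre-reduced with 400 uM NADPH for 5 min at room temperature, then incubated with compound for 15 min. After 400 uM selenite was added, NADPH fluorescence (Ex 340/Em 450 nm) was followed for 8 min.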
mIDH1 inhibitor: qHTS for Inhibitors of mutant isocitrate dehydrogenase 1 (IDH1): qHTS; Isocitrate dehydrogenase [NADP] cytoplasmic (Homo sapiens), O75874; IDH1-R132H enzyme, NADPH consumption, diaphorase/resazurin fluorescence; Potency, µM (highest dose often 76.6 µM), without a hit: at the top dose activity change, negative = inhibition, usual class: inhibitors; 0.093% of 390,000 active; AID 602179, 2012; further: on the % scale 0 is the no-effect control and ±100 the full control effect; nearly all actives have a fitted effect of over 65% in size
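IDH1-R132H (0.5 ug/mL dispensed) in pH 7.5 Tris buffer was preincubated 30 min with compound, then given a substrate mix of 0.016 mM NADPH and 2 mM alpha-KG for 80 min at room temperature; remaining NADPH was read by diaphorase/resazurin fluorescence.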
RXFP1 agonist: qHTS Assay for Agonists of the Relaxin Receptor RXFP1; HEK293T-RXFP1 cAMP TR-FRET, 30 min; response scale: percent of porcine relaxin response, buffer zero; AID 2676, 2010; 0.3% of 370,000 active; Relaxin receptor 1 (Homo sapiens), Q9HBX9; Potency, µM (top dose mostly 57.5 µM), inactives show top-dose activation, usual class: activators; further: on the % scale 0 is the no-effect control and ±100 the full control effect; nearly all actives have a fitted effect of over 60% in size; many of its hits are not listed in these tables
Target sequence (Q9HBX9 whole entry, looked up): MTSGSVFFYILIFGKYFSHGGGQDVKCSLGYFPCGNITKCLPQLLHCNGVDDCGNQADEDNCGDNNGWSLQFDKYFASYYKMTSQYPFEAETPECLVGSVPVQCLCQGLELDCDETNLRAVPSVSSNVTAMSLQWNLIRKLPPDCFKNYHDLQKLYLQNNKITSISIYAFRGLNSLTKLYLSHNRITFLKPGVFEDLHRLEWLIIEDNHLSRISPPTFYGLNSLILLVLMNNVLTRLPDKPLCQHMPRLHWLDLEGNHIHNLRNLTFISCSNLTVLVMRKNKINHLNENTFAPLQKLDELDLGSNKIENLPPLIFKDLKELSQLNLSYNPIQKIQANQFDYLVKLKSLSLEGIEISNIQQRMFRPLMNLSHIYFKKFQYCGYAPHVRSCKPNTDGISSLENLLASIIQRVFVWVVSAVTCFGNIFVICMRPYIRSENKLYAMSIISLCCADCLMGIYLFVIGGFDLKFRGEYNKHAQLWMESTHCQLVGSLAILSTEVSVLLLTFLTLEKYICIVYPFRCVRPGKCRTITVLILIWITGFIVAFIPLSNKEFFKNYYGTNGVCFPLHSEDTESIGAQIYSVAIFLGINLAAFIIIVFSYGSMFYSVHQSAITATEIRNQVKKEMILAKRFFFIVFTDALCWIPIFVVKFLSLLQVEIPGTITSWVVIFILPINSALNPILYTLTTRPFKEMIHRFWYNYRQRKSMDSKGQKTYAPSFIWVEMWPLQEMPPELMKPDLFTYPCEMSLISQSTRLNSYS
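HEK293 cells stably expressing RXFP1, treated 30 min at 37C with compounds plus PDE4 inhibitor Ro 20174; cAMP measured by HTRF TR-FRET. Normalized to buffer and 29 nM porcine relaxin; EC50 by Hill fit.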
Vif-APOBEC3F blk: qHTS for Inhibitors of Vif-A3F Interactions: qHTS; HeLa A3F-eYFP + Vif (tagged APOBEC3F with the HIV-1 protein that degrades it), YFP fluorescence increase; Potency, µM (titrated, usually from 46.1 µM), inactives show top-dose activity, negative = active; 0.2% of 390,000 active; AID 602313, 2012; further: % of control where 0% means no effect; nearly all actives have a fitted effect of over 65% in size
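HeLa cells stably expressing A3F-eYFP plus Vif, plated and incubated overnight at 37 deg C, then exposed to compounds overnight at 37 deg C. Blocked degradation read as raised yellow fluorescence (Ex 488/Em 500-530).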
RGS4 inhibitor: Inhibitors of Regulator of G Protein Signaling (RGS) 4: qHTS; Regulator of G-protein signaling 4 (Homo sapiens), P49798; Transcreener GDP fluorescence polarization, RGS4-accelerated GTP hydrolysis; Potency, µM (top dose mostly 114 µM), inactives show at the highest dose activity change, negative = inhibition, actives largely listed as inhibitors; 0.039% of 390,000 active; AID 504845, 2011; further: on the % scale 0 is the no-effect control and ±100 the full control effect; nearly all actives have a fitted effect of over 75% in size; some results filed as inactive show a strong effect at the top dose
Target sequence (P49798 whole entry, looked up): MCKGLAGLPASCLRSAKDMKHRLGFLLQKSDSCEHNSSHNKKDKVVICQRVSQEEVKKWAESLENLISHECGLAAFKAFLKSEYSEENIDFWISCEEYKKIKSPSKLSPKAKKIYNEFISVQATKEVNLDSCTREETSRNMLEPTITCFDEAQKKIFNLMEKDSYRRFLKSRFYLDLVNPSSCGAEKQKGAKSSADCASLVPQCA
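MLSMR compounds (23 nl, pin-transferred) preincubated 10 min at room temperature with a 500nM (2x) first reagent, then RGS4 at 900nM (2x) plus Transcreener GDP mix added; fluorescence polarization (620/688 nm) read before and after 90 min at 30 °C.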
TrxR1 substrate: qHTS Assay for Substrates of Mammalian Selenoprotein Thioredoxin Reductase 1 (TrxR1): qHTS; Potency, µM (top dose mostly 114 µM), inactives show at the top dose activity change, negative = substrate turnover; Thioredoxin reductase 1, cytoplasmic (Rattus norvegicus), O89049; purified TrxR1 substrate turnover, NADPH consumption readout; 0.01% of 390,000 active; further: on the % scale 0 is the no-effect control and ±100 the full control effect; nearly all actives have a fitted effect of over 50% in size
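Rat TrxR1, dispensed at 90 nM, was prereduced with 400 uM NADPH (final) for 5 min at ~22 deg C, then incubated with compound 15 min before 400 uM selenite. A first-read NADPH fluorescence drop versus no-compound background flagged substrates.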
Vif-A3G inh: qHTS for Inhibitors of Vif-A3G Interactions: qHTS; HeLa A3G-eYFP + Vif (tagged APOBEC3G with the HIV-1 protein that degrades it), YFP fluorescence, overnight; Potency, µM (doses to about 46.1 µM), without a hit: at the top dose activity, negative = active, most hits filed as inhibitors; DNA dC->dU-editing enzyme APOBEC-3G (Homo sapiens), Q9HC16; 0.076% of 410,000 active;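 further: on the % scale 0 is the no-effect control and ±100 the full control effect; nearly all actives have a fitted effect of over 60% in size; hits raise eYFP signal because A3G escapes Vif-driven loss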
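Read-out is eYFP fluorescence (Ex 488/Em 500-530) from Vif-expressing HeLa A3G-eYFP cells; more signal means A3G escaped Vif-mediated degradation. Cells plated overnight, compound pinned in, incubated overnight at 37 deg C.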
ALOX12 inh: Primary qHTS assay for inhibitors of human arachidonate 12S-lipoxygenase (ALOX12): Round 2 | Potency, µM (doses to about 108 µM), without a hit: top-dose activity change, negative = inhibition, most hits filed as inhibitors | purified 12hLO, xylenol orange hydroperoxide absorbance | 1.1% of 580,000 active; further: on the % scale 0 is the no-effect control and ±100 the full control effect
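Purified human 12hLO (150 nM final) in 25 mM Hepes, 0.01% Triton X-100, pH 7.0 was preincubated 15 min at room temperature with compound. Then 40 uM arachidonic acid was added, 30 min. Hydroperoxide was read by Fe-XO absorbance ratio 573/405 nm.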
Active calls of the source: *; & = joins results of further samples; [ ] = dose if it differs, or a comment. The call rests on the fitted dose curve; in most records, active means well fitted curve in the direction sought with a large enough effect; inconclusive means small, poorly fitted or top-dose-only effect, or another doubt; inactive means no such curve, though single readings can be large; an effect the other way counts as inactive or inconclusive. Potency means the concentration at half of the fitted maximal effect. This is a subset (hit frequency here may not be typical).

CCOc1ccc(NC(=O)CCc2nc3cccnc3n2Cc2ccc(OC)cc2)cc1 was read as USP1 inh -10%, TrxR1 inh 5%, mIDH1 inhibitor -1%, RXFP1 agonist 0.9%, Vif-APOBEC3F blk 0%, RGS4 inhibitor 1%, TrxR1 substrate -8%, Vif-A3G inh -6% and ALOX12 inh 5%.
O=C(Cc1ccc(Cl)cc1)Nc1ccccc1CO was read as USP1 inh -28%, TrxR1 inh 11%[57.1 µM], mIDH1 inhibitor 3%, RXFP1 agonist -0.3%, Vif-APOBEC3F blk -1%, RGS4 inhibitor 1%, TrxR1 substrate 11%[57.1 µM], Vif-A3G inh 0% and ALOX12 inh 0%.
COCCn1c(SCC(=O)Nc2cccc(NC(C)=O)c2)nc2c([nH]c3ccccc32)c1=O was read as USP1 inh -4%, TrxR1 inh -12%, mIDH1 inhibitor 1%, RXFP1 agonist 4.3%, Vif-APOBEC3F blk -1%, RGS4 inhibitor -52%, TrxR1 substrate -8%, Vif-A3G inh 1% and ALOX12 inh 168%[activator].
N#Cc1cc([N+](=O)[O-])ccc1NC(=O)COC(=O)c1cnccn1 was read as USP1 inh -13%, TrxR1 inh 5%[11.4 µM], mIDH1 inhibitor 6%, Vif-APOBEC3F blk 2%, RGS4 inhibitor 14%, TrxR1 substrate 9%[11.4 µM], Vif-A3G inh 1% and ALOX12 inh -15%.
Screening O=C(CCN1CCN(C/C=C/c2ccccc2)CC1)Nc1ccccc1Cl returned USP1 inh -14%, TrxR1 inh 13%, mIDH1 inhibitor -9%, RXFP1 agonist 0.1%, Vif-APOBEC3F blk -1%, RGS4 inhibitor 15%, TrxR1 substrate 1%, Vif-A3G inh 0% and ALOX12 inh inconclusive.
O=[N+]([O-])c1cc(Br)c2nsnc2c1N1CCOCC1 was read as USP1 inh -23%, TrxR1 inh 5%, mIDH1 inhibitor 7%, RXFP1 agonist -0.7%, Vif-APOBEC3F blk 10%, RGS4 inhibitor -28%, TrxR1 substrate 2%, Vif-A3G inh 1% and ALOX12 inh -16%.
Screening O=C(CNS(=O)(=O)c1ccc(Br)cc1Cl)OCC(=O)c1ccc[nH]1 returned USP1 inh -20%, TrxR1 inh -3%, mIDH1 inhibitor 9%, RXFP1 agonist 0.5%, Vif-APOBEC3F blk -10%, RGS4 inhibitor -14%, TrxR1 substrate -8%, Vif-A3G inh 0% and ALOX12 inh inconclusive.
COc1ccc(-n2ncc(C(C)NS(=O)(=O)c3cc(F)ccc3C)c2C)cc1 (configuration not stated) was read as USP1 inh -7%, TrxR1 inh 8%, mIDH1 inhibitor 6%, RXFP1 agonist 1.4%, Vif-APOBEC3F blk 5%, RGS4 inhibitor -6%, TrxR1 substrate -5% and Vif-A3G inh 1%.
Screening COC(=O)CSc1nc2ccccc2c(=O)n1Cc1ccccc1 returned USP1 inh -26%, TrxR1 inh -1%, mIDH1 inhibitor -2%, RXFP1 agonist 1.1%, Vif-APOBEC3F blk 4%, RGS4 inhibitor -8%, TrxR1 substrate -6%, Vif-A3G inh -2% and ALOX12 inh 10%.
For CC(C)C(OC(=O)c1nsc(Cl)c1Cl)C(=O)NCc1ccc2c(c1)OCO2 (configuration not stated) the results were USP1 inh -1%, TrxR1 inh -14%[57.1 µM], mIDH1 inhibitor -6%, RXFP1 agonist -0.4%, Vif-APOBEC3F blk 0%, RGS4 inhibitor 17%, TrxR1 substrate -4%[57.1 µM], Vif-A3G inh -7% and ALOX12 inh inconclusive.
`Cc1ccnc(NC(=O)c2ccc(Cl)c(S(=O)(=O)N3CCCCC3)c2)c1` gave USP1 inh -14%, TrxR1 inh 22%, mIDH1 inhibitor 0%, RXFP1 agonist 1.4%, Vif-APOBEC3F blk -2%, RGS4 inhibitor -20%, TrxR1 substrate -2%, Vif-A3G inh 2% and ALOX12 inh 1%.
Screening O=C(O)CSCC(=O)NC1CCCc2ccccc21 (configuration not stated) returned USP1 inh -18%, TrxR1 inh 23%[57.1 µM], mIDH1 inhibitor -7%, RXFP1 agonist -3.0%, Vif-APOBEC3F blk -3%, RGS4 inhibitor -4%[56.9 µM], TrxR1 substrate 9%[57.1 µM], Vif-A3G inh -3% and ALOX12 inh 7%.
COc1cc(CNC(C)(C)CO)ccc1OCC(=O)NC(C)(C)C was read as USP1 inh -1%, TrxR1 inh 2%, mIDH1 inhibitor 1%, RXFP1 agonist 0.1%, Vif-APOBEC3F blk -17%, RGS4 inhibitor 9%, TrxR1 substrate -4%, Vif-A3G inh 2% and ALOX12 inh -9%.
`O=C(Cn1cnc2c(nnn2Cc2ccccc2F)c1=O)N1CCN(c2ccccc2)CC1` gave USP1 inh inconclusive, TrxR1 inh 19%, mIDH1 inhibitor -1%, RXFP1 agonist 0.3%, Vif-APOBEC3F blk 1%, RGS4 inhibitor 20%, TrxR1 substrate 11%, Vif-A3G inh 1% and ALOX12 inh 3%.
Cc1ccc(CN(Cc2cccnc2)C(=S)Nc2cccc(Cl)c2C)cc1 was read as USP1 inh -28%, TrxR1 inh 17%, mIDH1 inhibitor -3%, RXFP1 agonist 0.8%, Vif-APOBEC3F blk 5%, RGS4 inhibitor 8%, TrxR1 substrate -1%, Vif-A3G inh 0% and ALOX12 inh 2%.
For COc1ccc(-c2nc3ccccc3c(=O)n2CCc2ccc(O)cc2)cc1 the results were USP1 inh -23%, TrxR1 inh 25%, mIDH1 inhibitor 5%, RXFP1 agonist 0.0%, Vif-APOBEC3F blk 2%, RGS4 inhibitor -28%, TrxR1 substrate 0%, Vif-A3G inh 0% and ALOX12 inh inconclusive.
For O=C(C(Cl)c1ccccc1)N1CCOCC1 (configuration not stated) the results were USP1 inh -15%, TrxR1 inh inconclusive, mIDH1 inhibitor 20%, RXFP1 agonist 1.0%, Vif-APOBEC3F blk 7%, RGS4 inhibitor -16%, TrxR1 substrate 6%, Vif-A3G inh 5% and ALOX12 inh inconclusive.
CCOC(=O)Cn1c(=O)n(CC2CCCO2)c2nc(-c3ccc(OCC)cc3)nc(C(N)=O)c21 (configuration not stated) was read as USP1 inh -24%, TrxR1 inh 10%[57.1 µM], mIDH1 inhibitor 6%, RXFP1 agonist 3.9%, Vif-APOBEC3F blk 2%, RGS4 inhibitor -31%, TrxR1 substrate 6%[57.1 µM], Vif-A3G inh -3% and ALOX12 inh -5%.
`CCn1c2c(c(=N)c3ccccc31)CCC2` gave USP1 inh 1%, TrxR1 inh -5%[57.1 µM], mIDH1 inhibitor -1%, RXFP1 agonist 3.9%, Vif-APOBEC3F blk 9%, RGS4 inhibitor 2%, TrxR1 substrate 11%[57.1 µM], Vif-A3G inh 5% and ALOX12 inh 158%[activator].
Screening O=S1(=O)CC=C(CSc2nc3ccccc3[nH]2)C1 returned USP1 inh -1%, TrxR1 inh 13%[57.1 µM], mIDH1 inhibitor 4%, RXFP1 agonist 0.4%, Vif-APOBEC3F blk 1%, RGS4 inhibitor -21%, TrxR1 substrate 6%[57.1 µM], Vif-A3G inh 1% and ALOX12 inh -24%.
CCc1ccccc1N1CC23C=CC(O2)C(C(=O)OC)C3C1=O (configuration not stated) was read as USP1 inh -15%, TrxR1 inh 18%, mIDH1 inhibitor -13%, RXFP1 agonist 1.9%, Vif-APOBEC3F blk 1%, RGS4 inhibitor 3%, TrxR1 substrate 1%, Vif-A3G inh 3% and ALOX12 inh 172%[activator].
O=C(CCN1C(=O)c2ccccc2C1=O)N1CCN(C(=O)c2ccccc2)CC1 was read as USP1 inh -3%, TrxR1 inh 1%, mIDH1 inhibitor 10%, RXFP1 agonist 1.2%, Vif-APOBEC3F blk 20%, RGS4 inhibitor 36%, TrxR1 substrate -5%, Vif-A3G inh 4% and ALOX12 inh -22%.
O=C1NC2(CCCCC2)C(=O)N1CC(=O)N1CCc2ccccc21 was read as USP1 inh -6%, TrxR1 inh 11%, mIDH1 inhibitor -6%, Vif-APOBEC3F blk inconclusive, RGS4 inhibitor 5%, TrxR1 substrate 1%, Vif-A3G inh 2% and ALOX12 inh -5%&-4%.
O=C(CSc1ccccc1)Nc1cccc(S(=O)(=O)N2CCCCC2)c1 was read as USP1 inh -25%, TrxR1 inh 24%, mIDH1 inhibitor -5%, RXFP1 agonist -0.1%, Vif-APOBEC3F blk -20%, RGS4 inhibitor -15%, TrxR1 substrate 3%, Vif-A3G inh -6% and ALOX12 inh -5%.
